BioA inh – blocks M. tuberculosis BioA enzyme activity; inhibition, % at 9.99 µM; purified M. tuberculosis BioA enzyme, plate reader; 360,000 tested, 0.096% active; in the data active = inhibition above about 40%
* = called active by the depositor. A portion of the library. The share of hits here may be higher or lower than overall.

> C[C@H](CO)N1C[C@H](C)[C@@H](CN(C)C(=O)Nc2ccc(F)cc2)OCCCC[C@H](C)Oc2ccc(NC(=O)NC3CCCCC3)cc2C1=O
  BioA inh: 0.2
> O=C(C[C@@H]1C[C@H]2c3cc(NC(=O)Nc4ccccc4)ccc3O[C@H]2[C@H](CO)O1)NCc1ccncc1
  BioA inh: 2.8
> COc1ccc(S(=O)(=O)Nc2ccc3c(c2)C(=O)N([C@H](C)CO)C[C@@H](C)[C@H](CN(C)S(=O)(=O)c2ccc(F)cc2)O3)cc1
  BioA inh: 0.6
> Cc1ccccc1S(=O)(=O)NCC[C@H]1CC[C@@H](NC(=O)C2CC2)[C@@H](CO)O1
  BioA inh: -1.5
> C[C@H](NC(=O)N(C)C[C@@H]1OCc2ccccc2-c2c(n(C)c3ccccc23)C(=O)N([C@@H](C)CO)C[C@@H]1C)c1ccccc1
  BioA inh: 5.4
> N#C[C@@H]1[C@@H](c2ccc(C3=CCCCC3)cc2)[C@H](CO)N1C(=O)c1ccccn1
  BioA inh: -2.5
> C[C@@H]1CN([C@@H](C)CO)C(=O)c2cccc(NC(=O)C3CCOCC3)c2O[C@H]1CN(C)Cc1ccc(Oc2ccccc2)cc1
  BioA inh: -4.1
> CS(=O)(=O)N1[C@H](C(=O)NC2CCC2)[C@@H](CO)[C@@H]2Cn3c(ccc(-c4ccccc4)c3=O)[C@@H]21
  BioA inh: -1.0
> C[C@@H]1CN([C@@H](C)CO)C(=O)c2cc(C#CCN(C)C)cnc2O[C@@H]1CN(C)C(=O)Cc1cccnc1
  BioA inh: 1.0
> CO[C@H]1CN(C)C(=O)c2ccc(NC(=O)c3ccccc3)cc2OC[C@H](C)N(C(C)=O)C[C@@H]1C
  BioA inh: -4.5

> NC(=O)[C@@H]1[C@H]2C(=O)O[C@H](c3ccccc3)[C@H](c3ccccc3)N2[C@H](c2ccc(OCCO)cc2)[C@@]12C(=O)Nc1ccccc12
  BioA inh: -0.2
> CNC[C@H]1Oc2ccc(NS(C)(=O)=O)cc2C(=O)N([C@@H](C)CO)C[C@H]1C
  BioA inh: -2.1
> COc1cccc(C(=O)Nc2ccc3c(c2)C(=O)N(C)[C@@H]2CC[C@@H](CC(=O)N[C@H](C)c4ccccc4)O[C@H]2CO3)c1
  BioA inh: 3.2
> C[C@H](CO)N1C[C@H](C)[C@H](CN(C)Cc2ccc(Oc3ccccc3)cc2)Oc2ccc(NC(=O)NC3CCCCC3)cc2CC1=O
  BioA inh: -0.9
> COc1ccc(CN(C)C[C@H]2OCCCC[C@H](C)Oc3ccc(NS(=O)(=O)c4ccccc4)cc3C(=O)N([C@H](C)CO)C[C@H]2C)cc1
  BioA inh: 1.4
> COCCNC(=O)C[C@@H]1C[C@H]2c3cc(NS(C)(=O)=O)ccc3O[C@H]2[C@@H](CO)O1
  BioA inh: 0.5
> CCS(=O)(=O)N1[C@H](C#N)[C@@H](c2ccc(C#CC(C)C)cc2)[C@@H]1CO
  BioA inh: -1.0
> C[C@H](CO)N1C[C@H](C)[C@@H](CN(C)C(=O)Cc2ccncc2)Oc2ncc(C#C[C@@H](C)O)cc2C1=O
  BioA inh: -0.9
> CCC(=O)N1C[C@H](C)[C@H](OC)CN(C)C(=O)c2ccc(NS(C)(=O)=O)cc2OC[C@@H]1C
  BioA inh: 0.1
> CC(C)NC(=O)N[C@@H]1C=C[C@H](CC(=O)O)O[C@H]1CO
  BioA inh: 3.7

> CO[C@H]1CN(C)C(=O)c2ccc(NC(=O)C3CC3)cc2OC[C@@H](C)N(C(=O)c2ccncc2)C[C@@H]1C
  BioA inh: 0.6
> COCC(=O)N1CCCCN2[C@H](C1)[C@@H](c1ccc(-c3ccccc3)cc1)[C@@H]2CO
  BioA inh: -3.6
> CNC[C@H]1OCCCC[C@@H](C)Oc2ccc(NS(=O)(=O)c3ccc(F)cc3)cc2C(=O)N([C@H](C)CO)C[C@@H]1C
  BioA inh: -3.8
> CCCC#Cc1ccc2c(c1)O[C@@H](CN(C)C(=O)c1ccccc1F)[C@@H](C)CN([C@@H](C)CO)S2(=O)=O
  BioA inh: 4.1
> O=C(c1ccncc1)N1CCCCN2[C@H](C1)[C@H](c1ccc(-c3ccccc3)cc1)[C@@H]2CO
  BioA inh: -5.2
> COc1cccc(-c2ccc3c(c2)[C@@H]2[C@@H](CCN2S(=O)(=O)c2ccccc2F)[C@H](CO)N3)c1
  BioA inh: -0.3
> COc1ccc(S(=O)(=O)Nc2ccc3c(c2)C(=O)N([C@H](C)CO)C[C@H](C)[C@H](CN(C)CC2CC2)OCCCC[C@@H](C)O3)cc1
  BioA inh: -0.3
> C[C@@H]1CN([C@@H](C)CO)C(=O)c2c(c3ccccc3n2C)-c2ccccc2CO[C@@H]1CN(C)C(=O)c1ccc(F)cc1
  BioA inh: 2.4
> O=C([C@H]1[C@H](CO)[C@H]2Cn3c(cccc3=O)[C@@H]1N2CC1CCCCC1)N1CCOCC1
  BioA inh: -1.8
> CCS(=O)(=O)Nc1ccc2c(c1)C(=O)N(C)C[C@H](OC)[C@H](C)CN[C@@H](C)CO2
  BioA inh: -2.0

> CO[C@@H]1CN(C)C(=O)c2ccc(NC(=O)C3CCOCC3)cc2OC[C@H](C)N(Cc2nccs2)C[C@@H]1C
  BioA inh: 1.3
> Cc1noc(C)c1S(=O)(=O)N(C)C[C@@H]1OCCCC[C@@H](C)Oc2ccc(NS(=O)(=O)c3ccc(F)cc3)cc2C(=O)N([C@H](C)CO)C[C@@H]1C
  BioA inh: -0.8
> C[C@H]1CN([C@@H](C)CO)C(=O)c2cccc(NS(C)(=O)=O)c2O[C@H]1CN(C)Cc1ccc(C(=O)Nc2ccccc2N)cc1
  BioA inh: 1.2
> C[C@@H]1CN([C@H](C)CO)C(=O)c2cc(NS(=O)(=O)c3ccc(F)cc3)ccc2O[C@@H](C)CCCCO[C@H]1CN(C)C(=O)Nc1ccc2c(c1)OCO2
  BioA inh: 2.6
> COc1ccccc1C(=O)Nc1ccc2c(c1)C(=O)N(C)C[C@@H](OC)[C@H](C)CN(C(C)=O)[C@@H](C)CO2
  BioA inh: -2.4
> C/C=C/c1ccc([C@@H]2[C@@H](CN(CC)C(C)=O)N(Cc3cccnc3)[C@H]2CO)cc1
  BioA inh: -0.6
> C[C@H](CO)N1C[C@H](C)[C@H](CN(C)C(=O)Cc2ccccc2)OCCCC[C@H](C)Oc2ccc(NC(=O)Cc3ccccc3)cc2C1=O
  BioA inh: -1.2
> COCC(=O)N1C[C@H]2[C@@H](c3ccccc31)[C@@H](CO)N2Cc1ccccc1
  BioA inh: 1.8
> CC(C)C#Cc1ccc([C@@H]2[C@@H](CO)N3CCCCN(C(=O)c4ccc5c(c4)OCO5)C[C@@H]23)cc1
  BioA inh: -3.4
> CC(C)C#Cc1ccc2c(c1)O[C@@H](CN(C)Cc1ccccn1)[C@@H](C)CN([C@H](C)CO)S2(=O)=O
  BioA inh: -0.1

For convenience, some entries already given:
> C[C@H](CO)N1C[C@H](C)[C@H](CN(C)C(=O)Cc2ccccc2)OCCCC[C@H](C)Oc2ccc(NC(=O)Cc3ccccc3)cc2C1=O
  BioA inh: -1.2
> COCC(=O)N1C[C@H]2[C@@H](c3ccccc31)[C@@H](CO)N2Cc1ccccc1
  BioA inh: 1.8
> CC(C)C#Cc1ccc([C@@H]2[C@@H](CO)N3CCCCN(C(=O)c4ccc5c(c4)OCO5)C[C@@H]23)cc1
  BioA inh: -3.4
> CC(C)C#Cc1ccc2c(c1)O[C@@H](CN(C)Cc1ccccn1)[C@@H](C)CN([C@H](C)CO)S2(=O)=O
  BioA inh: -0.1

Additional compounds follow.
> C[C@@H]1CCCCO[C@H](CN(C)C)[C@@H](C)CN([C@@H](C)CO)C(=O)c2cc(NS(=O)(=O)c3cccs3)ccc2O1
  BioA inh: -1.3
> O=C(C[C@@H]1C[C@H]2c3cc(NS(=O)(=O)c4ccccc4)ccc3O[C@H]2[C@H](CO)O1)NCC1CC1
  BioA inh: -3.8
> COc1ccc(C#Cc2ccc([C@@H]3[C@H](CO)N4CCCCN(C(=O)Nc5cccc(F)c5)C[C@@H]34)cc2)cc1
  BioA inh: -2.7
> CN1CCN(C(=O)C[C@@H]2CC[C@@H]3[C@H](COC[C@@H](O)CN3C(=O)Nc3ccc4c(c3)OCO4)O2)CC1
  BioA inh: 0.1
> O=C(C[C@@H]1CC[C@H](NC(=O)CC2CC2)[C@@H](CO)O1)NCc1ccc(-c2ccccc2)cc1
  BioA inh: -0.8
> O=C(C[C@H]1CC[C@@H]2[C@H](COC[C@@H](O)CN2C(=O)C2CCCC2)O1)NCc1ccncc1
  BioA inh: -3.3
> CC(C)C#Cc1cnc2c(c1)C(=O)N([C@@H](C)CO)C[C@@H](C)[C@H](CN(C)C(=O)CN1CCOCC1)O2
  BioA inh: -2.5
> COc1ccc(S(=O)(=O)N(C)C[C@@H]2Oc3c(NS(C)(=O)=O)cccc3C(=O)N([C@H](C)CO)C[C@H]2C)cc1
  BioA inh: -0.2
> CN1CCN(C(=O)C[C@H]2CC[C@@H](NC(=O)Cc3ccccn3)[C@H](CO)O2)CC1
  BioA inh: 1.2
> CS(=O)(=O)N1CCCCN2[C@H](CO)[C@@H](c3ccc(-c4cccc(C#N)c4)cc3)[C@H]2C1
  BioA inh: 2.5

> Cc1noc(C)c1S(=O)(=O)Nc1ccc2c(c1)C(=O)N([C@@H](C)CO)C[C@@H](C)[C@@H](CN(C)C(=O)c1ccncc1)OCCCC[C@@H](C)O2
  BioA inh: -0.2
> COc1cccc(-c2cnc3c(c2)C(=O)N([C@H](C)CO)C[C@H](C)[C@H](CN(C)S(=O)(=O)c2cccc(OC)c2)O3)c1
  BioA inh: -1.0
> CC(C)C#Cc1ccc([C@H]2[C@H](C#N)N(C(=O)C3CC3)[C@H]2CO)cc1
  BioA inh: 1.3
> COCCNC(=O)C[C@H]1C[C@@H]2c3cc(NC(=O)c4cccnc4)ccc3O[C@@H]2[C@@H](CO)O1
  BioA inh: 27.1
> O=C(C[C@H]1CC[C@H](NC(=O)Nc2ccc3c(c2)OCO3)[C@H](CO)O1)NCc1ccc(F)cc1
  BioA inh: -2.7
> Cc1cc(C(=O)Nc2cccc3c2O[C@@H](CN(C)Cc2ccc(-c4ccccc4)cc2)[C@@H](C)CN([C@H](C)CO)C3=O)n(C)n1
  BioA inh: -0.3
> CNC(=O)C[C@H]1CC[C@@H]2[C@@H](COc3ccc(NC(=O)NC(C)C)cc3C(=O)N2C)O1
  BioA inh: 9.2
> O=C(C[C@H]1CC[C@@H]2[C@H](COC[C@H](O)CN2Cc2ccc(Oc3ccccc3)cc2)O1)N1CCN(c2ccccc2)CC1
  BioA inh: -0.3
> COc1ccc(S(=O)(=O)Nc2ccc3c(c2)C(=O)N([C@H](C)CO)C[C@H](C)[C@H](CN(C)C(=O)Nc2ccc(C(F)(F)F)cc2)OCCCC[C@@H](C)O3)cc1
  BioA inh: -2.9
> Cc1noc(C)c1S(=O)(=O)N(C)C[C@H]1Oc2ccc(NS(C)(=O)=O)cc2CC(=O)N([C@H](C)CO)C[C@H]1C
  BioA inh: 1.7

> COCC(=O)N1C[C@H]2[C@@H](c3ccccc31)[C@@H](CO)N2Cc1ccc(OC)cc1
  BioA inh: 0.6
> CC(=O)N[C@H]1CC[C@@H](CCNC(=O)Nc2ccc(C(F)(F)F)cc2)O[C@@H]1CO
  BioA inh: -2.3
> O=C(Nc1ccccc1)[C@H]1[C@H](CO)[C@H]2Cn3c(ccc(C4=CCCC4)c3=O)[C@H]2N1Cc1cocn1
  BioA inh: 3.3
> C[C@@H]1CCCCO[C@H](CN(C)Cc2ccc3c(c2)OCO3)[C@@H](C)CN([C@@H](C)CO)C(=O)c2cc(NS(=O)(=O)c3ccc(Cl)cc3)ccc2O1
  BioA inh: 2.3
> Cc1noc(C)c1NC(=O)Nc1ccc2c(c1)C(=O)N([C@@H](C)CO)C[C@@H](C)[C@@H](CN(C)S(C)(=O)=O)O2
  BioA inh: 0.8
> C[C@H](CO)N1C[C@H](C)[C@H](CN(C)C)Oc2ccc(NC(=O)NC3CCCCC3)cc2C1=O
  BioA inh: -3.5
> CNC[C@@H]1Oc2cc(C#C[C@@H](C)O)ccc2S(=O)(=O)N([C@H](C)CO)C[C@H]1C
  BioA inh: -0.3
> C[C@H]1CN([C@@H](C)CO)C(=O)Cc2cc(NS(=O)(=O)c3ccc(Cl)cc3)ccc2O[C@@H]1CN(C)Cc1ccc(C(F)(F)F)cc1
  BioA inh: -1.3
> C[C@H](CO)N1C[C@H](C)[C@@H](CN(C)CC2CCCCC2)Oc2ccc(NC(=O)Nc3cccc4ccccc34)cc2C1=O
  BioA inh: -0.1
> COCC(=O)Nc1ccc2c(c1)[C@H]1C[C@H](CC(=O)N(C)C)O[C@H](CO)[C@H]1O2
  BioA inh: -1.3

> Cc1ccc(S(=O)(=O)NCC[C@@H]2CC[C@H](NC(=O)NC(C)C)[C@H](CO)O2)cc1
  BioA inh: -2.3
> NCCCCCCNC(=O)[C@@H]1C[C@@H]2C(=O)N[C@@H](Cc3ccccc3)C(=O)N2[C@@H]1c1ccc(O)cc1
  BioA inh: 0.5
> C[C@@H]1CN([C@H](C)CO)S(=O)(=O)c2ccc(-c3cccnc3)cc2O[C@@H]1CN(C)C(=O)c1cccc(F)c1
  BioA inh: 3.9
> COc1ccc(-c2cnc3c(c2)C(=O)N([C@H](C)CO)C[C@H](C)[C@@H](CN(C)Cc2ccc(C(=O)O)cc2)O3)cc1
  BioA inh: -1.9
> C[C@@H]1CN([C@H](C)CO)C(=O)Cc2cc(NC(=O)C3CC3)ccc2O[C@@H]1CN(C)Cc1ccc(C(=O)O)cc1
  BioA inh: 8.0
> COc1ccc(C#Cc2ccc3c(c2)O[C@@H](CN(C)S(=O)(=O)c2ccccc2F)[C@@H](C)CN([C@@H](C)CO)S3(=O)=O)cc1
  BioA inh: -3.7
> CN(C)Cc1cn(CC[C@H]2CC[C@H](N)[C@@H](CO)O2)nn1
  BioA inh: 3.5
> O=C(C[C@H]1C[C@H]2c3cc(NC(=O)CC4CC4)ccc3O[C@H]2[C@H](CO)O1)NCc1cc(F)ccc1F
  BioA inh: -2.3
> CC(C)CC#Cc1cnc2c(c1)C(=O)N([C@@H](C)CO)C[C@@H](C)[C@@H](CN(C)C(=O)Nc1cc(F)ccc1F)O2
  BioA inh: 5.6
> O=C(N[C@@H]1CC[C@H](CC(=O)N2CCOCC2)O[C@H]1CO)c1cccc(F)c1
  BioA inh: -2.0
> Cc1ccc(OC(=O)N(C)C[C@@H]2OCc3ccccc3-c3ccccc3C(=O)N([C@@H](C)CO)C[C@@H]2C)cc1
  BioA inh: 0.4
> CN(C)C(=O)c1cccc(-c2ccc([C@H]3[C@@H](C#N)N(C(=O)C4CCC4)[C@@H]3CO)cc2)c1
  BioA inh: -3.1

From PubChem
